Bioassay records from PubChem BioAssay.
hcDAF-12 act: H. contortus DAF-12 nuclear receptor activators, primary screen, cell-based, luminescence, HEK293, lit1-tk-luc reporter. HEK293 hcDAF-12 lit1-tk-luc reporter; 0% DMSO, 100% Δ7-dafachronic acid. AID 652067, 2013. activation, % at 6.8 µM. hit rate 1.4% among 370,000;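 active means activation above the mean of all tested compounds plus 3 SD, cut at about 5.5% in these data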;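 further: 100% = response to 3 µM Δ7-dafachronic acid high control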
DAX1 inh-1: DAX1 (NR0B1) inhibitors, primary screen, cell-based, HEK293, Gal4-DAX1, luciferase luminescence. AID 504766, 2011. hit rate 0.99% among 340,000. HEK293 Gal4-DAX1 luciferase reporter. inhibition, % at 6.75 µM. Nuclear receptor subfamily 0 group B member 1 (Homo sapiens), P51843;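 active means inhibition above the mean over all tested compounds plus 3 SD, cut at about 4.2% in these data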;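 further: 0% = DAX1-transfected cells with DMSO and 100% = empty-vector control cells with DMSO; inhibition shows as a rise in luminescence from relieved DAX1 repression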
Target sequence (P51843 207-470 limits assumed): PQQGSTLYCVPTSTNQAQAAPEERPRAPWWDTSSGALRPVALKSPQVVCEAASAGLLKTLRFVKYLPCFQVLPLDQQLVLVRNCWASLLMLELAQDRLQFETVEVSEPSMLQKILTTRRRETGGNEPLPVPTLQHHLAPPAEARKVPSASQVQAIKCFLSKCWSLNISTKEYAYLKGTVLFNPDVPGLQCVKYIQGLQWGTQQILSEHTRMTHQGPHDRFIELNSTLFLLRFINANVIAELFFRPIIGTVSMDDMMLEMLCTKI
DAX1 inh-2: DAX1 (NR0B1) inhibitors on StAR promoter, primary screen, cell-based, luminescence, SF-1 (NR5A1), full-length DAX-1; HEK293T StAR-luciferase reporter, SF-1/DAX-1 repression relief; inhibition, % at 6.8 µM; hit rate 1.1% among 370,000; AID 652010, 2013;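 active means inhibition above the mean over all tested compounds plus 3 SD, cut at about 3.6% in these data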;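 further: 0% = DAX-1 cells with DMSO and 100% = cells lacking DAX-1 with DMSO; higher inhibition means more luminescence from relief of DAX-1 repression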
SMARCA2 activ: SMARCA2 (BRM) function activators, primary screen, cell-based, luminescence, high throughput; MG213 cells, MMTV-luciferase reporter, dexamethasone, overnight; AID 652017, 2013; activation, % at 9.1 µM; hit rate 1% among 370,000; in the data active means activation above about 7.8%;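 further: 0% = vehicle wells and 100% = reference activator wells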
ssDAF12 agonist: S. stercoralis DAF-12 nuclear receptor activators, primary screen, cell-based, luminescence, HEK293, GRIP1 co-expression, lit1-tk-luc; HEK293 ssDAF-12/GRIP1 lit1-tk-luc reporter; % of 3 µM dafachronic acid response; activation, % at 6.8 µM; Nuclear hormone receptor DAF-12 (Strongyloides stercoralis); hit rate 1% among 370,000;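 active means activation above the mean over all tested compounds plus 3 SD, cut at about 0.9% in these data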;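 further: 0% = DMSO-only wells and 100% = 3 µM delta7-dafachronic acid wells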
PLCb3 inh: human PLC-beta3 inhibitors, primary screen, biochemical, fluorescence; 1-phosphatidylinositol 4,5-bisphosphate phosphodiesterase beta-3 (Homo sapiens), Q01970; Purified PLC-beta3, fluorogenic substrate; inhibition, % at 12.2 µM; hit rate 0.18% among 370,000; in the data active means inhibition above about 11%;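 further: 0% = median of compound wells on plate and 100% = full blocker control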
PG9 Ab binder: binders of HIV-1 gp120 antibody PG9, primary screen, biochemical, TR-FRET. inhibition, % at 6.7 µM. hit rate 0.43% among 360,000. AID 624416, 2012. HIV-1 gp120 / PG9 antibody interaction. TR-FRET gp120-PG9 antibody binding; in the data active means inhibition above about 8.5%
FXN GAA850 act: FXN promoter activators, primary screen, cell-based, luciferase luminescence, HEK293 lucGAA850 | HEK293 lucGAA850 FXN promoter luciferase reporter, 24 h; percent of 10 µM SAHA response | activation, % at 6 µM | hit rate 0.56% among 360,000 | AID 540364, 2011;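 active means activation above the average of all compounds screened plus 3 SD, cutoff fixed separately per campaign, cut at about 7.5% in these data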;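 further: 0% = DMSO wells and 100% = 10 µM SAHA wells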
sPLA2-III inh: human group III sPLA2 inhibitors, primary screen, biochemical, QFRET, BODIPY PC-A2 liposome substrate. QFRET BODIPY PC-A2 liposome hydrolysis, fluorescence. inhibition, % at 12.2 µM. hit rate 0.56% among 370,000. AID 743126, 2013;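 active means inhibition above mean plus 3 SD of compounds lying within the high and low control bounds, cut at about 19% in these data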;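 further: 0% = median of test compound wells and 100% = no enzyme DMSO wells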
hgDAF-12 ag: H. glycines DAF-12 receptor agonists, primary screen, cell-based, luminescence, HEK293, GAL4 fusion, UAS-luciferase; Nuclear hormone receptor DAF-12 (Heterodera glycines), GAL4 fusion; HEK293 GAL4-hgDAF12 UAS-luciferase reporter, agonist luminescence; normalized to butyrate control; activation, % at 6.8 µM; hit rate 1.8% among 370,000; AID 687014, 2013;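 active means activation above a cutoff set at the mean of all screened compounds plus 3 SD, cut at about 10% in these data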;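 further: 0% = DMSO wells and 100% = sodium butyrate wells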
NR1D1 modulator: modulators of Rev-erb alpha DNA binding, primary screen, biochemical, FITC-DNA, fluorescence polarization, uHTS; Rev-erbα–FITC-DNA binding, 90 min; hit rate 0.79% among 370,000; Nuclear receptor subfamily 1 group D member 1 (Homo sapiens), P20393; activity, % at 10 µM;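 active means activity above about 14%, limit read from the data; passing the limit was not always enough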;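 further: 0% = DMSO wells with 35 nM protein and 100% = DMSO wells with 750 nM protein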
Target sequence (P20393 whole entry, looked up): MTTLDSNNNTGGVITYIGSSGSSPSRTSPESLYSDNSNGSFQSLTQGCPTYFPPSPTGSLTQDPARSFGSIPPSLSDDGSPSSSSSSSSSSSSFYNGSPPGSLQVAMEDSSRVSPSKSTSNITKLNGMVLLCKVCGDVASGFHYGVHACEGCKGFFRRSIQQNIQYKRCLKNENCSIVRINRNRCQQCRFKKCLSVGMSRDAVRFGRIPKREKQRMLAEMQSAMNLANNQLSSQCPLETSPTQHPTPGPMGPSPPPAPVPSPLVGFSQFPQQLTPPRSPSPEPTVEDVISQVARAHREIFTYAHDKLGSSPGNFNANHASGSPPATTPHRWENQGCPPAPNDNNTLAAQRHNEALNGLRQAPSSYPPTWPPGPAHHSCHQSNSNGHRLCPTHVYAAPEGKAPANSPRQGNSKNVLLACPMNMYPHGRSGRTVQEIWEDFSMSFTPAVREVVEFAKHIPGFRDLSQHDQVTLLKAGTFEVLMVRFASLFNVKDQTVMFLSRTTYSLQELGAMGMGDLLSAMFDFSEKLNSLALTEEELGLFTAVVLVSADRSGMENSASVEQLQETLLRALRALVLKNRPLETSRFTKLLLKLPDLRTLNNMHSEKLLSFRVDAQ
* marks the source's active call; other numbers are inactive results; i = inactive; x = not tested or not shown. This is a random part of the collection, and some 7% of all compounds hit somewhere here.

SMILES	hcDAF-12 act	DAX1 inh-1	DAX1 inh-2	SMARCA2 activ	ssDAF12 agonist	PLCb3 inh	PG9 Ab binder	FXN GAA850 act	sPLA2-III inh	hgDAF-12 ag	NR1D1 modulator
c1ccc(C2[C@H]3CN(Cc4cccnc4)[C@H](c4ccccc4)C34CC2(c2ccccc2)C4)cc1 (some centres not stated)	-1.3	-0.8	-0.4	-1.5	-1.4	-1.4	0.8	0.0	7.1	0.4	6.1
CCCCC1=CC2=CC(=O)C(C)(OC(=O)c3cccs3)C(=O)C2=CO1 (configuration not stated)	-0.9	0.8	0.1	1.2	-1.0	-55.6	1.2	1.7	5.0	0.1	-2.4
Cc1ccc(Oc2ccccc2/C=C2\SC(=O)N(C)C2=O)cc1	-0.9	0.1	0.3	-0.8	-1.1	2.0	0.4	0.5	0.5	-2.1	-2.5
Cc1ccc(-c2nnn(CC(=O)N3CCN(c4ccccc4)CC3)n2)o1	3.2	-1.5	0.5	-2.8	-1.0	-2.4	-1.5	-1.4	-1.5	-1.1	1.3
O=C(CSc1nnnn1-c1ccccc1)NC(=O)Nc1ccc2c(c1)OCCO2	2.7	0.5	1.4	1.1	-0.1	-4.0	0.7	4.2	-27.5	4.5	-6.1
CCc1nn2c(=O)cc(COc3ccc(/C=C4\C(=N)N5N=C(C)SC5=NC4=O)cc3)nc2s1	0.9	0.6	0.1	1.8	-1.0	-16.4	-2.2	-2.5	-4.0	-0.8	-16.9
COc1ccc2[nH]c(O)c(NC(C)=O)c2c1	-0.1	1.9	-0.6	-1.4	-0.4	-7.0	-0.3	1.2	0.1	-1.5	3.1
COc1ccc(NC(=O)CSc2cccc3cccnc23)c(OC)c1	0.2	-1.0	-0.6	3.8	0.4	-1.5	-2.9	1.2	-8.8	0.3	1.0
CCn1cc(Br)c(C(=O)Nc2cccc(Cl)c2)n1	5.3	-0.1	-0.3	2.2	-0.7	-0.2	-1.2	1.0	-2.5	5.1	-1.6
CCOc1ccc(NC(=O)CC2C(=O)N(c3cccc(OC)c3)C(=O)N2C(C)C)cc1 (configuration not stated)	0.7	-0.1	-1.1	0.5	0.6	1.1	-1.8	1.0	-5.0	0.3	5.8
CCN1CCN(c2ccccc2NC(=O)C(C)Oc2ccc(C(C)=O)cc2)CC1 (configuration not stated)	-0.8	0.1	-2.4	-1.3	-1.3	-8.4	0.2	-1.7	5.6	0.7	7.5
COCCOC(=O)c1c(C)oc2ccc(NS(=O)(=O)c3ccc(C(=O)O)cc3)cc12	-1.8	-0.5	-0.4	-0.5	-1.1	-1.7	-1.4	-3.3	-1.6	-0.4	1.4
CCC1(CC)C(=O)NC(=O)NC1=NCCc1ccc(O)cc1	0.8	0.3	0.5	0.2	-0.7	4.7	3.3	0.2	16.7	-1.7	6.1
CCOC(=O)N1CCN(C(=O)Cn2c(=O)sc3ccccc32)CC1	-1.2	0.0	-1.3	-1.4	-0.7	1.5	-0.1	-2.4	1.7	-0.7	0.2
O=C(NCc1ccc2c(c1)OCO2)C(=O)NCC1OCCCN1S(=O)(=O)c1ccccc1 (configuration not stated)	-0.7	0.3	-0.2	-3.1	0.1	-6.1	-2.3	0.7	-15.6	3.9	3.5
CC(C)OCCCNC(=S)N1CCC(C(=O)c2ccc(F)cc2)CC1	-0.6	0.3	-0.4	-2.8	-1.0	0.2	1.9	1.7	7.7	-3.9	-7.4
O=C(COC(=O)Cc1ccc(S(=O)(=O)N2CCOCC2)s1)NCCc1ccccc1	0.2	0.3	-0.1	-2.2	-1.2	-15.5	-1.0	-0.7	-22.6	-3.0	-4.0
Nc1ccc(S(=O)(=O)c2ccccc2)nc1	-1.2	-0.1	-0.3	1.3	-1.8	-3.1	-2.5	0.1	0.0	-2.4	7.9
CSCCC(Nc1ccc(S(=O)(=O)N2CCOCC2)cc1[N+](=O)[O-])C(=O)OCC(=O)N(C(C)C)C(C)C (configuration not stated)	3.1	2.7	0.1	-1.6	-1.2	-1.0	-1.7	1.4	-1.6	-1.1	-1.4
CC(/C=C/c1ccc(N(C)C)cc1)=N\N=C1\NC(=O)CC(C(=O)Nc2ccccc2)S1 (configuration not stated)	0.5	0.7	0.9	-0.1	-0.4	i	-7.2	2.6	-36.9	9.7	-1.1
Cc1ccc(NC(=S)NCc2ccccc2Cl)c(C)c1	-1.4	0.0	-0.1	-1.5	-1.2	2.7	-1.2	1.5	10.9	-0.2	1.0
O=C(Nc1ccc(O)cc1)c1ccc(C(=O)c2ccccc2)o1	-0.6	-1.2	0.0	1.0	-0.8	2.5	-1.4	1.0	-8.4	-0.3	-1.6
COc1ccc(-c2cc3c(=O)n(CC(=O)NCCCN4CCC(Cc5ccccc5)CC4)ncn3n2)cc1	2.9	-0.8	0.3	1.7	-0.9	-46.8	-1.0	3.9	-7.1	4.6	5.5
CC1(C)Cc2c(sc3c2c(=N)n(Cc2ccco2)c(=O)n3Cc2ccc(Cl)cc2)CO1	-0.7	-0.5	0.5	1.1	-1.1	-6.7	0.5	1.8	3.1	-1.9	-2.5
Cc1ccc(S(=O)(=O)CC(=O)N2CCCC2)cc1	-0.7	0.5	-0.3	0.8	-0.7	2.5	4.2	1.6	0.7	-0.4	-1.0
Further records.
SMILES	hcDAF-12 act	DAX1 inh-1	DAX1 inh-2	SMARCA2 activ	ssDAF12 agonist	PLCb3 inh	PG9 Ab binder	FXN GAA850 act	sPLA2-III inh	hgDAF-12 ag	NR1D1 modulator
C=CCN1C2CCCC1CC(NC(=S)Nc1cccc(OC)c1)C2 (configuration not stated)	-1.5	-0.2	0.4	-0.2	-1.8	-6.4	1.7	0.8	5.9	2.2	-0.7
Cc1nc(N)nc(N(C)c2ccccc2)c1Br	-1.9	-1.6	0.4	3.6	-1.5	0.9	-0.4	0.6	0.8	2.3	3.8
O=C(/C=C/c1ccccc1)NNC(=O)c1cccc(Cl)c1	-1.2	-0.2	-0.3	0.3	-1.4	1.5	-0.4	0.7	-4.1	2.4	3.0
CCN(CC)S(=O)(=O)c1cccc(-c2nnc(SCC(N)=O)n2CCc2ccccc2)c1	-0.2	1.8	-0.7	-8.5	-0.8	7.1	0.1	3.1	13.6	-2.8	4.7
C=CCOc1ccc(/C=C/C(=O)OCC(=O)N(C)CC(=O)Nc2ccc(F)cc2)cc1	-0.1	2.3	1.6	-1.9	-0.9	-6.8	0.0	1.3	9.7	-0.3	5.0
O=S(=O)(O)c1ccc(NN=Cc2ccccc2O)cc1	-1.9	0.0	0.5	-2.8	-0.3	-10.9	-5.8	-0.2	0.0	0.6	-2.3
CCCCC(=O)Nc1cc(-c2nc3ncccc3o2)ccc1C	0.1	1.2	0.2	0.5	-1.9	-9.5	-0.7	1.0	0.9	-1.4	-0.1
COC(=O)Cn1c(C(=O)N(C)C)cc2c1C[C@H]1CN(C(=O)c3ccccc3)[C@@](Cc3ccc(F)cc3)(C(=O)OC)[C@@H]21	-0.2	x	1.0	-0.1	-1.1	-12.8	-1.3	x	-5.7	4.7	5.3
N#CCCN(Cc1ccccc1)C(=O)Nc1ccccc1	-2.3	0.8	0.4	-1.5	-1.3	-4.2	-0.6	0.0	4.8	-1.6	-2.5
Cc1cc(Cl)c(S(N)(=O)=O)cc1OCC(=O)NC1CCCCC1	-1.5	-0.1	-0.1	1.7	-1.2	-7.5	-1.9	1.9	-6.6	-2.6	0.3
CCCc1nc2c(C)cc(Br)cn2c1Cc1ccccc1	11.4*	x	0.9	4.8	1.0*	-8.8	3.8	x	-4.7	7.3	-1.2
CCOc1ccc(NC(=NCc2ccc3c(c2)OCO3)SC2CC(=O)N(c3ccc(OCC)cc3)C2=O)cc1 (configuration not stated)	-1.1	-1.5	-0.2	-6.5	-1.2	-4.5	-0.5	3.1	5.2	-0.6	4.6
CC(=O)NC(c1ccc(F)c(F)c1)c1nc(-c2ccc3c(c2)OCO3)cs1 (configuration not stated)	-1.3	x	-1.0	4.8	-0.4	1.6	0.6	1.1	-10.6	-3.0	6.8
COc1ccccc1OC(C)C(=O)Nc1nc(-c2ccc(S(=O)(=O)N3CCOCC3)cc2)cs1 (configuration not stated)	-3.0	-2.2	-1.3	-1.8	-2.4	-21.3	-0.7	1.2	-10.3	-3.1	5.3
CCOc1ccc(Br)cc1/C=N/O	0.7	0.3	0.0	-0.3	-2.2	3.0	-0.8	3.5	-2.3	-0.7	-2.9
CCC(CC)c1nnc(NC(=O)CCc2ccccc2OC)s1	-2.4	1.4	-0.2	-2.0	-0.3	-4.8	-1.0	0.5	4.9	-1.9	0.8
S=c1[nH]nc(-c2ccc3ccccc3n2)n1Cc1ccccc1	-0.1	-0.9	0.0	-4.8	-0.8	-238.8	0.3	6.9	6.5	1.0	-1.0
Cc1cnc(C(=O)OCC(=O)NC(=O)NC(C)C)cn1	3.6	2.5	-0.5	-0.5	-1.2	4.9	0.1	-1.5	-1.6	-2.4	-0.4
CCCCn1c(CN2CCN(C(=O)OCC)CC2)nc2c1c(=O)n(C)c(=O)n2C	-1.6	0.1	-0.5	-2.4	-1.4	0.4	0.5	-1.1	7.9	-0.1	-4.8
Cc1ccc(S(=O)(=O)N2CCC(=O)N(C(COCc3ccc(Cl)cc3)Cc3ccccc3)CC2)cc1 (configuration not stated)	-0.6	-0.1	-0.6	-1.0	-1.4	6.9	-0.6	-4.3	-8.9	-1.5	-2.3
CC(=C/c1ccc(C(C)C)cc1)/C=N/NC(=O)c1ccncc1	2.5	-0.1	-0.4	-0.3	-0.5	-1.1	-0.3	3.0	-1.6	6.3	0.2
O=C(c1ccco1)N1CCCN(Cc2nc(-c3cccs3)no2)CC1	0.1	0.9	-0.3	0.0	-0.8	2.9	-0.5	2.2	-4.0	1.8	4.5
O=C(CC1C(=O)NCCN1Cc1cccc(Oc2ccccc2)c1)NCCc1ccncc1 (configuration not stated)	-0.8	0.3	0.4	-4.2	-0.8	-5.8	-1.2	-1.2	-2.8	-1.8	-1.5
O=C(CSc1nnc2ccccn12)NNC(=O)c1cccc([N+](=O)[O-])c1	-0.5	1.2	-0.1	-0.8	-0.6	-11.3	0.8	1.6	16.6	1.5	-4.4
